SENP7 block – SENP7 protease inhibitors, primary screen, biochemical, luminescence, uHTS; AID 434973, 2010; 1.5% of 330,000 active; recombinant SENP7, Z-RLRGG-aminoluciferin luminescence, 40 min; inhibition, % at 5 µM;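 active means inhibition above about 50% at the single test dose, limit read from the data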;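 further: plate controls were DMSO with enzyme for no effect and no enzyme buffer wells for full effect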
PfG6PD inh – PfG6PD enzyme inhibitors, primary screen, biochemical, fluorescence intensity, uHTS; glucose-6-phosphate dehydrogenase-6-phosphogluconolactonase (Plasmodium falciparum 3D7); PfGluPho enzyme, NADPH resazurin-diaphorase fluorescence; inhibition, % at 20 µM; 0.78% of 350,000 active; AID 504690, 2011;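 active means inhibition reaching at least a set limit at 20 µM in the primary screen, cut at about 59% in these data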;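 further: 0% = DMSO wells with substrate and 100% = DMSO wells lacking glucose-6-phosphate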
HKDC1 inhibitor – HKDC1 hexokinase inhibitors, primary screen, biochemical, fluorescence, uHTS | Q2TB90 | recombinant HKDC1, G6PDH/diaphorase resazurin coupled fluorescence | inhibition, % at 20 µM | 0.16% of 340,000 active | AID 493160, 2011;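 active means inhibition above about 35% when tested at 20 µM, limit read from the data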;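 further: plate controls were DMSO wells with enzyme for no effect and DMSO wells lacking enzyme for full effect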
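Assay system: in-house recombinant HK5 (HKDC1) enzyme. Input: HKDC1 at 5 µg/mL. Medium: Tris pH 8.0 buffer with MgCl2, Tween-20, BSA, BME. Dosing: single 20 µM dose. Schedule: 90 min reaction incubation at room temperature, dark. Signal: resazurin-to-resorufin fluorescence via G6PDH and diaphorase coupling, 525/613 nm. Controls: DMSO-enzyme wells negative, buffer-substituted wells positive.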
Apaf1 inhib – inhibitors of human Apaf-1 apoptosome, primary screen, biochemical, DEVD-Rh110 fluorescence, uHTS; inhibition, % at 20 µM; reconstituted apoptosome caspase-3 activity; AID 489030, 2010; Apoptotic protease-activating factor 1 (Homo sapiens), O14727; 0.71% of 330,000 active; active means inhibition of at least 40% at 20 µM;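 further: plate controls were DMSO wells for no effect and DEVD-CHO caspase inhibitor wells for full effect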
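System – cell-free apoptosome with Apaf-1, procaspase-3 and caspase-9 · Buffer or medium – pH 7.5 Hepes buffer with CHAPS, BSA, DTT · Also added – cytochrome c with DEVD-Rh110 · Times – 30 min compound preincubation, 50 min activation, room temperature · Technique – Rh110 fluorescence intensity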
SENP8 block-1 – human SENP8 protease inhibitors, primary screen, biochemical, fluorescence, Nedd8 protein substrate, uHTS. Sentrin-specific protease 8 (Homo sapiens), Q96LD8. 0.64% of 360,000 active. AID 602440, 2012. inhibition, % at 20 µM. recombinant SENP8; in the data active means inhibition mostly above about 40%, no sharp cut-off; inactive means mostly below about 27%
Target sequence (Q96LD8 whole entry, looked up): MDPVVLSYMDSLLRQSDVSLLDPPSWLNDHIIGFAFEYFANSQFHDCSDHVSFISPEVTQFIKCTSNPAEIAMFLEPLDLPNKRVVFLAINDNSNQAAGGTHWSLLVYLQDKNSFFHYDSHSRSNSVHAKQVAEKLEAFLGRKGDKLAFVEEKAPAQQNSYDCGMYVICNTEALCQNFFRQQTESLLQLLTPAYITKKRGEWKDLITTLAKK
SENP6 inh – SENP6 protease inhibitors, primary screen, biochemical, luminescence, uHTS | inhibition, % at 10 µM | Recombinant SENP6 catalytic domain, aminoluciferin luminescence | AID 2599, 2010 | 1.8% of 330,000 active;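 active means inhibition above about 50% at the single tested dose, limit read from the data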;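 further: plate controls were DMSO wells with enzyme for no effect and DMSO wells lacking enzyme for full effect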
Target sequence (Q9GZR1 628-1112 limits assumed): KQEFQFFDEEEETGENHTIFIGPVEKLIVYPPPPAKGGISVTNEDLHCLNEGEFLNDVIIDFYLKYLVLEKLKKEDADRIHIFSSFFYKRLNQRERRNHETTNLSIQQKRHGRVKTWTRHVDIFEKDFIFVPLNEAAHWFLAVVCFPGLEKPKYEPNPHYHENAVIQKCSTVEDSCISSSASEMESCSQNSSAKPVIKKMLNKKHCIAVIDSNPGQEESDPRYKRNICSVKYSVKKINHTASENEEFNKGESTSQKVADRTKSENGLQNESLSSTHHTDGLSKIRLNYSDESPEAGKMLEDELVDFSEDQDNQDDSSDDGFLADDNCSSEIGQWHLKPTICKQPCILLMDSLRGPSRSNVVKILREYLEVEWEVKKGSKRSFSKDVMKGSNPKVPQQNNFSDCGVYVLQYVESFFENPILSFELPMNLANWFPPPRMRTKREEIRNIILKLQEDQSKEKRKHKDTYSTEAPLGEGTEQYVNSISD
SENP8 block-2 – SENP8 protease inhibitors, primary screen, biochemical, luminescence; AID 2540, 2010; 1.2% of 330,000 active; inhibition, % at 10 µM; Sentrin-specific protease 8 (Homo sapiens), Q96LD8; purified SENP8, Z-RLRGG-aminoluciferin cleavage; in the data active means inhibition above about 50%
SENP1 inh – human SENP1 catalytic domain inhibitors, primary screen, biochemical, FRET, uHTS; Sentrin-specific protease 1 (Homo sapiens), Q9P0U3; recombinant SENP1 catalytic domain, CyPet-SUMO1-YPet FRET cleavage; inhibition, % at 10 µM; 0.21% of 360,000 active; AID 624204, 2012;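 active means inhibition at least 30% at 10 µM, raw YFP signal under a set limit, fluorescence ratio 0.5 to 1.5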;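 further: 0% = enzyme with DMSO and 100% = no enzyme wells; some results filed as inactive read as strong as hits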
Target sequence (Q9P0U3 419-644 limits assumed): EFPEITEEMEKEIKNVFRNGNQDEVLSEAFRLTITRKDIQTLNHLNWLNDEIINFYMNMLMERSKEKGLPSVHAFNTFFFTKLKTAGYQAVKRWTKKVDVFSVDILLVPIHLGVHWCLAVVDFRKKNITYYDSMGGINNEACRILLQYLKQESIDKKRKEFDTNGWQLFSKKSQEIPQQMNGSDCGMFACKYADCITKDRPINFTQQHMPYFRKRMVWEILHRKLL
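Assay system: hSENP1 catalytic domain, recombinant. Amount: SENP1 enzyme, 20 pM final. Schedule: 50 min reaction, RT, dark. Technique: FRET, CFP and YFP emission. Control set: no-enzyme wells low, DMSO-plus-enzyme wells high control.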
* = called active by the depositor; . = not tested or not shown; & = joins results of further samples; ! = not active in a repeat. Not a hit list, and some 3.6% of all compounds hit somewhere here.

Molecule,SENP7 block,PfG6PD inh,HKDC1 inhibitor,Apaf1 inhib,SENP8 block-1,SENP6 inh,SENP8 block-2,SENP1 inh
O=C(Cc1cc(=O)oc2cc(O)ccc12)NC(Cc1ccc(Cl)cc1)C(=O)O (stereo unspecified),-8,11,-6,7,-277,5,-8,-26
COC(=O)Nc1ccc(S(=O)(=O)N(CCO)CCO)cc1,7,5,-8,6,15,-4,-2,1
O=C(NC(=S)Nc1ccc(N2CCOCC2)cc1)c1ccco1,2,-1,-9,-3,21,-7,-4,0
CNCCCCOc1ccc(C(C)(C)C)cc1Cl,-3,-2,-9,6,-27,-13,-7,2
COc1cc(C(=O)/C=C/c2cccnc2)ccc1O,-1,5,8,3,2,-18,-13,1
CCCCCCNC(=O)CNC(=S)N(Cc1cccs1)C1CCCCC1,4,-6,4,32,25,11,5,-1
CN1C(=O)c2ccccc2OC1(C)Cc1ccccc1 (stereo unspecified),-1,-17,3,11,4,3,-6,2
CCN1CCN(S(=O)(=O)c2ccc(Cl)c(C(=O)N(C)Cc3cccs3)c2)CC1,-2,7,-4,58*,2,-2,9,-1
Cn1c(=O)c2c(nc(CN3CCN(C(=O)c4ccco4)CC3)n2Cc2ccc(Cl)cc2)n(C)c1=O,-5,-7,-3,9,11,4,1,1
COc1ccc(CNC(=O)CCNS(=O)(=O)c2cc(Br)cnc2N)cc1,-4,-2,-5,15,-41,-10,1,0
CN(C)c1cccc(C(=O)N(Cc2ccccc2)Cc2ccccc2)c1,-5,-2,-4,8,-209,21,-1,0
CCn1c(C2CCN(S(=O)(=O)c3ccc(OC)cc3)CC2)n[nH]c1=S,0,18,0,2,-13,-12,-4,1
Cn1c(SCC(=O)N2CCOCC2)nnc1-c1cnccn1,-12,-12,5,-3,9,-17,-10,-1
O=C(/C=C/c1ccc(Cl)cc1Cl)OCC(=O)N1CCCC1,5,4,4,3,17,-12,-3,2
CCCCn1nnnc1NCc1ccc(N(CC)CC)cc1,-10,5,-7,3,11,-13,-6,-1
NC(=O)NC(c1ccccc1)c1cccc2ccccc12 (stereo unspecified),3,14,-2,0,6,12,3,1
Cc1ccc(-n2[nH]c(=O)c(-c3ccccn3)c2C)cc1,42,5,-6,-8,9,48,23,-2
c1ccc(-n2c(Sc3cnccn3)nnc2-c2cccs2)cc1,-6,5,-3,8,3,-13,-4,1
O=C(O)c1ccccc1SCc1cn2cc(Cl)ccc2n1,-2,-5,-3,4,9,-20,-7,0
COC(=O)c1sccc1NC(=O)Cc1ccc(Br)cc1,21,-24,18,-7,11,59*,40,-1
CCc1ccc(CN(C(=O)COc2c(C)cccc2C)C2CCS(=O)(=O)C2)cc1 (stereo unspecified),-8,9,3,21,3,-8,1,1
CC1C/C(=C\c2cccnc2)C(=O)/C(=C/c2cccnc2)C1 (stereo unspecified),.,4,40*,.,13,.,.,-1
CCOC(=O)[C@@H]1[C@H]2COc3ccc(Br)cc3[C@@H]2N2C(=O)N(c3ccc(C)cc3)C(=O)[C@]12C,-7,20,-2,10,12,2,6,0
O=C(CCCN1C(=O)c2ccccc2C1=O)Nc1ccc(S(=O)(=O)N2CCOCC2)cc1,1,-4,-3,6,21,-10,0,0
NC(=NCCCCCCN=C(N)/N=C(\N)Nc1ccc(Cl)cc1)/N=C(\N)Nc1ccc(Cl)cc1,4,46&53&17,53*!,79*,13&16&6,-39,-30,-1&1&2
Cc1ccc2c(c1)-n1c(nc3ccc(C)cc3c1=O)C(Cc1ccc(O)cc1)NC2=O (stereo unspecified),-5,.,.,11,.,-18,-5,.
O=Cc1ccc(OCCN2CCCC2=O)cc1,11,-6,1,-2,8,-10,-5,0
Cc1cccc(-n2nc3c(c2NC(=O)c2ccc(Br)o2)CSC3)c1C,-2,-6,-7,8,9,-13,-12,2
Cc1ccc(NC(=O)c2ccc(Cl)c(S(=O)(=O)N3CCCCC3)c2)nc1,5,1,-1,18,10,0,3,4
CN(CC(=O)Nc1ccc(Cl)cc1)C(=O)c1cccc(S(=O)(=O)NCc2ccccc2)c1,-3,-17,-3,23,8,-8,-18,1
O=C(CN(CC1CCCO1)C(=O)CNS(=O)(=O)c1ccc(Cl)cc1)NCc1ccco1 (stereo unspecified),-3,-13,-5,-1,13,-12,-13,1
Cc1[nH]c2ccccc2c1C(=O)/C=C\c1ccccc1Cl,-4,29,-5,-2,0,8,-16,1
O=C1CCCN1CC(=O)N1CCCC(N2CCN(c3cccc(Cl)c3)CC2)C1 (stereo unspecified),1,-4,-8,-2,0,0,-8,0
COc1ccc(C(=S)NCS(=O)(=O)c2ccc(C)cc2)cc1,10,-6,-2,4,10,7,-1,-1
Cc1ccc(S(=O)(=O)N2CCCCC2)c(C)c1NS(C)(=O)=O,-4,15,-7,0,3,-21,-12,2
Cc1ccc2[nH]c(=O)c(CN(CC3COCCO3)C(=O)Nc3ccccc3F)cc2c1 (stereo unspecified),4,-5,-9,12,-84,-14,-4,1
Cc1ccccc1OCC(=O)NC(=S)Nc1ccc(S(=O)(=O)NC2CCCCC2)cc1,-5,10,8,11,23,7,-5,2
CCOC(=O)C1(Cc2ccc(Cl)cc2)CCN(C(=O)c2sc(C)nc2C)CC1,6,-11,-3,-3,8,12,-3,0
COCc1cc(C)n(CC(=O)N2CCCC2)c(=O)c1C#N,1,-22,4,-4,-360,-1,-1,2
N#C/C(=C\c1ccc(-c2cccc([N+](=O)[O-])c2)o1)C(=O)Nc1nc(-c2cccs2)cs1,-3,-13,1,7,31,-7,9,11
COC(=O)c1ccc(C(=O)OC)c(NC(=O)CSCc2ccc(Br)cc2)c1,1,19,-7,-9,-103,-17,-1,-2
CC1(C)C(=O)OC(C(=O)c2ccccc2)C2(CCCCC2)C1=O (stereo unspecified),4,5,-9,7,16,-2,1,3
CCCCNC(=O)CCn1c(=O)c2ccccc2n(CC(=O)N2CC(C)CC(C)C2)c1=O (stereo unspecified),4,-5,2,1,13,-12,2,-2
N#CCCN(Cc1cccnc1)C(=O)c1ccc(S(=O)(=O)N2CCOCC2)cc1,8,3,5,-5,27,-9,-3,0
O=C(COc1ccccc1[N+](=O)[O-])N1CCN(S(=O)(=O)c2ccccc2)CC1,-12,0,-1,1,26,-8,-12,1
O=C(O)Cc1c(C(=O)O)nnn1-c1cccc(C(F)(F)F)c1,3,24,-4,5,9,-15,-2,2
O=C(NC1CCS(=O)(=O)C1)/C(=C\c1ccco1)NC(=O)c1ccccc1 (stereo unspecified),5,11,-5,5,0,-21,2,-2
COc1ccccc1NC(c1cccnc1)c1ccc2cccnc2c1O (stereo unspecified),7,40,-14,9,3,-7,-2,-1
Cc1cc(C=O)c(C)n1-c1ccc(N2CCCCC2)c([N+](=O)[O-])c1,6,-4,-8,12,32,-7,2,-1
COc1ccc(CNC(=O)COC(=O)Cc2ccc(Br)cc2)cc1,-4,-12,-1,-2,19,-2,-1,5

3 records picked at random from the list so far, as already listed:
Molecule,SENP7 block,PfG6PD inh,HKDC1 inhibitor,Apaf1 inhib,SENP8 block-1,SENP6 inh,SENP8 block-2,SENP1 inh
Cc1ccc(NC(=O)c2ccc(Cl)c(S(=O)(=O)N3CCCCC3)c2)nc1,5,1,-1,18,10,0,3,4
O=C(NC1CCS(=O)(=O)C1)/C(=C\c1ccco1)NC(=O)c1ccccc1 (stereo unspecified),5,11,-5,5,0,-21,2,-2
N#C/C(=C\c1ccc(-c2cccc([N+](=O)[O-])c2)o1)C(=O)Nc1nc(-c2cccs2)cs1,-3,-13,1,7,31,-7,9,11

Remaining list, next part
Molecule,SENP7 block,PfG6PD inh,HKDC1 inhibitor,Apaf1 inhib,SENP8 block-1,SENP6 inh,SENP8 block-2,SENP1 inh
Cc1nc2ccccc2c(=O)n1NC(=O)c1ccc([N+](=O)[O-])cc1,-3,-6,-9,-9,-7,5,5,1
COC(=O)CSc1nc(-c2cccs2)ccc1C#N,0,50,5,-8,-273,1,0,-26
O=C(COC(=O)Cc1ccccc1[N+](=O)[O-])NCc1ccc(F)cc1,-7,-6,-9,-11,6,-2,-2,1
COc1ccccc1C(=O)NCCC(=O)NCC(c1ccc(F)cc1)N1CCOCC1 (stereo unspecified),-5,-1,-2,21,16,0,2,-2
C[C@@]12CCC=C[C@H]1[C@H](c1ccccc1Br)N(Cc1ccccc1)C2=O,-8,-2,0,19,-11,.,.,0
Cc1ccc(S(=O)(=O)C2(C(=O)NCc3ccc4c(c3)OCO4)CC2)cc1,-4,-7,-1,6,4,-12,-1,-1
CN(C)C(=O)CCc1ccc2c3c([nH]c2c1)[C@]1(CCc2ccccc2)[C@@H](C(=O)N2CCCCC2)C[C@H](CC(=O)NCCc2ccccn2)C(=O)N1CC3,1,8,7,24,-1,.,.,-2
CC1CC(C)CN(S(=O)(=O)c2cc3c(cc2Cl)NC(=O)CO3)C1 (stereo unspecified),-11,12,-5,4,22,-3,-8,3
O=C(NC1CCS(=O)(=O)C1)c1ccc(Br)s1 (stereo unspecified),5,-13,-4,-9,21,0,11,-1

Screening results: PubChem BioAssay, Sanford-Burnham Center for Chemical Genomics
